# TNAP act hiacc: increases human TNAP activity under high phosphate acceptor concentration; P05186; purified TNAP, CDP-star luminescence, 1 M DEA, 30 min; stronger effect = higher value; 0 = EDTA background, 1 = DMSO-only activity; activation factor at 20 µM; 200,000 tested, under 10 active; AID 1136;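 active = activation factor at least 2 at 20 µM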
# Target sequence (P05186 whole entry, looked up): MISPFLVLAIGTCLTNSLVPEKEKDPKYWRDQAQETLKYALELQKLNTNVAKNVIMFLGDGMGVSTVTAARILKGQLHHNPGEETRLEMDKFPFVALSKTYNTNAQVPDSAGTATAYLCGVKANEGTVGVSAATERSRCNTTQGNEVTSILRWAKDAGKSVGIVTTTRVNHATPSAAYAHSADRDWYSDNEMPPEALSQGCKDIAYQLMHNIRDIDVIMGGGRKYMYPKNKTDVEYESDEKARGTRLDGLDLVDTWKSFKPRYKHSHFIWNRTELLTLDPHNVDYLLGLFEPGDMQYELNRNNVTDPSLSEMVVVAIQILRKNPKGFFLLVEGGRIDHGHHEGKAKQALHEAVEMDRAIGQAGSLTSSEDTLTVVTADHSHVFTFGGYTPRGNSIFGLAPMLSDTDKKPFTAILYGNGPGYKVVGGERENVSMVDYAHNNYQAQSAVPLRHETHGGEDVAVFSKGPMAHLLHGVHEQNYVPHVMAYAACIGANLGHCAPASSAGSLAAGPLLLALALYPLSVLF
#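 Measured by: Luminescent substrate turnover signal | Test system: Human TNAP | Input: TNAP 1/800 final | Dosing: 20 µM single point | Schedule: 30 min, room temperature | Controls: EDTA wells as negative control, DMSO wells as positive control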
# bIAP activator: increases bovine intestinal alkaline phosphatase activity. 0.17% of 200,000 active. AID 1016. activation factor at 20 µM. purified bovine IAP, CDP-star luminescence, 30 min; stronger effect = higher value; fold of DMSO-control signal, blank-subtracted;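 active = activation factor of 2 or more at 20 µM, a signal rise over negative controls twice the positive control's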
# Diaph act CS: activates diaphorase or chemically reduces, flagging diaphorase assay artifacts. Diaphorase/resazurin coupled assay, resorufin fluorescence, 16 min; stronger effect = higher value; 1 = vehicle wells, 0 = NADH-free wells. 0.005% of 190,000 active. activation factor at 20 µM;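 active = diaphorase activity raised at least twofold by the compound at 20 µM; inactive = activation factor below 2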
#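 Material: Purified diaphorase enzyme from Clostridium kluyveri | Buffer or medium: 50 mM HEPES pH 7.4 with 4.542 mM MgCl2, 0.005% Tween 20 | Times: 16 min enzyme reaction, ambient temperature | Signal: Red resorufin fluorescence at 544/590 nm excitation/emission | Measure: Increased resorufin signal from activators or reducing compounds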
# TNAP inh hi DEA: blocks human TNAP under high phosphate acceptor concentration | 0.03% of 200,000 active | P05186 | inhibition, % at 20 µM | purified TNAP, CDP-star luminescence, 1 M DEA;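 active = over 50% inhibition of tissue-nonspecific alkaline phosphatase at 20 µM in the single-dose screen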;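 also: plate controls were DMSO wells for no effect and EDTA-quenched wells as full inhibition for full effect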
# PMI act satM6P: PMI (human) activation, high substrate; P34949; coupled PMI enzyme assay, resazurin fluorescence, 20 min; stronger effect = higher value; 1 = untreated enzyme, 0 = substrate-free blank; activation factor at 20 µM; 0.34% of 190,000 active; AID 1216;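 active = activation factor of 2 or more at 20 µM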
# Target sequence (P34949 whole entry, looked up): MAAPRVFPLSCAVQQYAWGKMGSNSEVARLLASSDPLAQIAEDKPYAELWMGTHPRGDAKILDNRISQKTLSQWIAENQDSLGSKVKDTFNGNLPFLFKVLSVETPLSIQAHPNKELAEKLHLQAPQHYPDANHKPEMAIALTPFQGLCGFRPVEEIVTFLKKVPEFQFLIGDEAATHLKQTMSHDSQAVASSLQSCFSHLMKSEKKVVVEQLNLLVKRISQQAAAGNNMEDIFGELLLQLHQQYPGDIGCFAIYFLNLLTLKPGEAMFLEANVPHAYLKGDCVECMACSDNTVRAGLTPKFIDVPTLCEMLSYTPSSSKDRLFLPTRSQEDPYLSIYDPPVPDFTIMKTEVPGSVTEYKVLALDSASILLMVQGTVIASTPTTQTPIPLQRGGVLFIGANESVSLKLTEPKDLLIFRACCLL
#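 Test system: human phosphomannose isomerase with PGI, G6PDH, diaphorase coupling enzymes; Amount: PMI at 15 ng/mL final; Reagent: Mannose-6-phosphate 1.0 mM (near-saturating) plus 0.22 mM NADP+; Timing: 20 min, room temperature; Technique: resorufin fluorescence at Ex 544/Em 590 nm; Dosing: 20 µM single dose.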
# PMI activator: increases human mannose-6-phosphate isomerase activity | P34949 | purified human PMI, coupled resazurin fluorescence, 20 min; stronger effect = higher value; 1 = vehicle control, 0 substrate-free wells | activation factor at 20 µM | 0.005% of 190,000 active | AID 1214;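 active = activation factor of 2 or more at 20 µM, relative to plate controls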
# Diaphorase inh: diaphorase inhibition or chemical oxidation counter-screen; diaphorase resazurin-to-resorufin fluorescence, NADH, 16 min; bacterial (C. kluyveri) enzyme, not human; inhibition, % at 20 µM; 0.69% of 190,000 active;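 active = primary screen inhibition at 20 µM above a set limit, cut at about 50% in these data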;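 also: plate controls were DMSO with full reaction for no effect and wells lacking NADH for full effect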
#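 Assay system – diaphorase enzyme from Clostridium kluyveri · Amount – diaphorase 0.14 U/mL (working solution) · Times – reaction incubation of 16 min at room temperature · Controls – No-NADH positive control and DMSO neutral control · Signal – resorufin fluorescence 544/590 nm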
# bIAP inhibitor: blocks bovine intestinal alkaline phosphatase activity. 190,000 tested, under 10 active. purified bovine IAP, CDP-star luminescence, 30 min. inhibition, % at 20 µM;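 active = over 50% inhibition of intestinal alkaline phosphatase at 20 µM in the single-dose screen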
#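 System: Purified bovine intestinal alkaline phosphatase (IAP) enzyme | Input: IAP diluted 1/65,000,000 in the well | Also added: CDP-star chemiluminescent phosphatase substrate, 30 µM final | Dosing: 20 µM single dose | Times: Enzyme reaction for 30 min at room temperature | Detection: Luminescence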
# TNAP inh no acc: TNAP (human) inhibition, acceptor-free conditions | P05186 | purified TNAP, CDP-star luminescence, 30 min | inhibition, % at 20 µM | 0.26% of 200,000 active | AID 1012;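 active = tissue-nonspecific alkaline phosphatase inhibition above about 50% at 20 µM in the single-dose screen, limit read from the data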;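 also: 0% = DMSO negative control and 100% = EDTA positive control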
# L major viab: Leishmania major promastigote growth inhibition; Leishmania major promastigotes, resazurin fluorescence viability; inhibition, % at 10 µM; AID 1063; 9% of 200,000 active; in the data active = inhibition above about 50%;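 also: promastigotes grown with compound for 44 hours at 28 °C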
# Numbers without * were called inactive; nt = no result given; & = joins results of further samples.
SMILES,TNAP act hiacc,bIAP activator,Diaph act CS,TNAP inh hi DEA,PMI act satM6P,PMI activator,Diaphorase inh,bIAP inhibitor,TNAP inh no acc,L major viab
OC(COCc1ccc(Cl)cc1)CN1CCN(CC(O)COCc2ccc(Cl)cc2)CC1 (stereo unspecified),1,1.1,1.1,4,1.1,1,-10,-9,2,100*
Cc1cc(N=Cc2c(O)n(-c3cccc(C(F)(F)F)c3)c(=O)c3ccccc23)no1,1,1,1.1,4,1.1,1.1,-6,-1,1,9
CCCNC(=O)c1cc(-c2ccc(OC)cc2)n(CCCOC)c1C,1,1,0.9,3,0.9,0.9,11,3,-15,-1
CC(=O)c1cccc(NC(=O)COC(=O)c2ccc3c(c2)OCCO3)c1,1,1.2,1,2,1.1,1.1,0,-20,-9,13
COc1ccc(/C=C(\NC(=O)/C=C/c2ccco2)C(=O)NCCc2nc3ccccc3[nH]2)cc1,1,0.9,0.8,-3,0.9,0.8,17,15,-20,-1
c1ccc(-c2ccc(-c3nc(-c4ccccn4)no3)cc2)cc1,1.1,1,1,-6,1,1,4,4,0,-4
Cc1ccsc1/C=C/c1ccc2ccccc2n1,1.1,0.6,0.9,-6,1.1,1.1,5,37,-5,0
Cc1cc(C)n(-c2nc(C)nc3sc4c(c23)CCC(C)C4)n1 (stereo unspecified),1,0.9,0.9,-2,1,0.9,7,9,-13,-2
COc1ccc(C(=O)NCC(C)(C)SCc2c(C)cc(C)cc2C)cc1,1,1.1,1,-3,1,0.9,1,-9,-8,3
COc1cc(NC(=O)c2cccnc2)ccc1-c1cc2ccccc2oc1=O,1,1.2,1.1,2,1.2,1.2,-11,-25,-2,15
CCCCCOc1ccc(C(=O)C(c2ccccc2)N2CCOCC2)cc1 (stereo unspecified),1,1,0.8,-4,1.1,1.1,21,0,-6,33
CCn1nc(C(=O)OCC(=O)Nc2nc(-c3ccc(OC)cc3)cs2)c2ccccc2c1=O,1,1.1,0.9,-2,1.1,1,10,-7,-15,2
COc1ccccc1CCNC(=O)CSc1nnc2ccc(-c3ccncc3)nn12,1,1.1,0.9,-3,1,1,6,-5,-6,6
CN1CCN(c2nc3c(c(=O)[nH]c(=O)n3C)n2CC(N)=O)CC1,1.1,1,0.8,-10,1,1,15,-1,-18,-7
COc1ccc(CC(=O)NCc2cccs2)cc1,1,0.9,0.9,-4,0.9,0.9,14,8,-10,0
COc1cc2c(cc1OC)CN(C1CC(=O)N(c3c(C)cccc3C)C1=O)CC2 (stereo unspecified),1,1.1,1,-4,1,1,4,-12,-14,11
COc1cc(C(=O)OCCN2CCOCC2)cc(OC)c1OC,1,1.1,1,-3,1,1,5,-8,-11,3
Cc1cc(NC(=O)Cn2nc3c(cc2=O)CCCC3)ccc1Br,1,0.9,1,-4,1.1,1.1,0,12,4,-9
COc1ccccc1Nc1nc(N)nc(CSc2nccc(C)n2)n1,1.1,0.9,0.9,-8,1,1,6,8,-8,0
CC(=O)c1cc(C#N)c(SCc2ccccc2C#N)nc1C,1,1,0.8,-1,1,1,21,0,-3,-4
Oc1ccccc1CN(Cc1ccco1)CC(O)COCc1ccc(Cl)cc1 (stereo unspecified),1,0.7,0.8,0,0.8,1,17,25,-44,5
O=c1[nH][nH]cc1C=NCc1cccc(C(F)(F)F)c1,1,1.1,0.9,-1,1,0.9,7,-8,-67,-6
O=C(COc1cccc(C(F)(F)F)c1)N1CCN(c2ccccc2O)CC1,1,0.5,1,-4,1.1,1.1,2,47,-6,8
CCCCCCSc1nnc2[nH]c(=O)cc(N)n12,1,1,1,-3,1.1,1.1,-4,3,-8,-7
COc1ccc(OC)c(N(CC(=O)Nc2ccccc2C(=O)NCc2ccco2)S(C)(=O)=O)c1,1,1,0.8,-3,0.9,0.9,17,-5,-5,32
O=c1cc(Nc2ccc3c(c2)OCCO3)[nH]c(=O)n1-c1ccc(Cl)cc1,1,0.9,0.9,-4,0.9,1,11,10,-2,-4
Nc1nnc(-c2cccc(Cl)c2Cl)c(N)n1,1&1.1,0.9&1,0.9&0.9,1&-7,1&1,1&1,11&10,9&3,-10&-11,-7
COC(=O)c1ccc(NC(=O)CSc2nc(=O)cc(N)n2-c2ccccc2)cc1,1,1,1,-4,1,1,2,2,-14,0
O=S(=O)(N/N=C\c1cccnc1)c1ccccc1,1,0.7,0.9,0,1.1,1.3,6,28,-13,-9
CCC1(C)NC(=O)N(CC(=O)N2N=C(c3ccccc3)CC2c2ccc(OC)cc2)C1=O (stereo unspecified),1,1,0.7,0,0.8,0.8,26,4,-6,-4
O=C(O)CCC(=O)NNC(=O)CCC1CCCCC1,1,1.1,0.9,-3,1,1,15,-10,-5,-2
Cc1ccc(SCCNC(=O)CN(c2ccc3c(c2)OCO3)S(C)(=O)=O)cc1,1.1,1,0.8,-8,0.9,0.9,18,4,-16,5
Clc1c(-c2ccccc2)nnn1-c1ccccc1,1,1,0.9,-4,1,1,10,4,-12,-9
Cc1c(NP(=O)(Oc2ccccc2F)Oc2ccccc2F)c(=O)n(-c2ccccc2)n1C,1,0.9,0.9,-4,1,1.1,7,10,-10,-7
Cc1ccc(S(=O)(=O)C2(C(=O)NCc3ccc4c(c3)OCO4)CC2)cc1,1,0.8,0.9,0,0.9,0.9,6,17,-10,-4
CC(C)(C)C(=O)NCCCc1ccccc1,1,0.9,0.9,-4,1,0.9,11,8,-14,-1
CC(=O)NNC(=S)NC(=O)c1ccccc1,1.1,1.3,0.6,-5,1.1,0.7,37,-30,-146,-3
CCOC(=O)c1cc(C(=O)Nc2ccc(C)c(F)c2)nn1C,1,1,0.9,-4,1,1.1,6,4,-1,-2
COC(=O)C1=CN(CC2CCCO2)C=C(C(=O)OC)C1c1cccc(O)c1 (stereo unspecified),1,1.1,1,-3,1.1,1.1,2,-10,-20,5
O=C1OC(Nc2ccc(Cl)cn2)c2ccccc21 (stereo unspecified),1,1,0.9,-2,1,1,6,5,-9,1

# Arranged by molecular weight (lowest first): 4 of the compounds above.
SMILES,TNAP act hiacc,bIAP activator,Diaph act CS,TNAP inh hi DEA,PMI act satM6P,PMI activator,Diaphorase inh,bIAP inhibitor,TNAP inh no acc,L major viab
Clc1c(-c2ccccc2)nnn1-c1ccccc1,1,1,0.9,-4,1,1,10,4,-12,-9
O=C1OC(Nc2ccc(Cl)cn2)c2ccccc21 (stereo unspecified),1,1,0.9,-2,1,1,6,5,-9,1
CCCCCCSc1nnc2[nH]c(=O)cc(N)n12,1,1,1,-3,1.1,1.1,-4,3,-8,-7
Cc1c(NP(=O)(Oc2ccccc2F)Oc2ccccc2F)c(=O)n(-c2ccccc2)n1C,1,0.9,0.9,-4,1,1.1,7,10,-10,-7

# (next part)
SMILES,TNAP act hiacc,bIAP activator,Diaph act CS,TNAP inh hi DEA,PMI act satM6P,PMI activator,Diaphorase inh,bIAP inhibitor,TNAP inh no acc,L major viab
Cc1cccc(Nc2nc(N)nc(CN3CCC(C(N)=O)CC3)n2)c1C,1,1,1,-1,1,1,2,4,-9,-6
Cc1nc(CSc2nsc(C)c2C#N)cs1,0.9,1,1.2,6,1.2,1.2,-17,0,-4,0
CNS(=O)(=O)c1cccc(C(=O)OCc2cc(C(C)=O)ccc2OC)c1,1,1,0.9,-2,0.9,0.9,12,-5,-9,19
CCOc1ccc(/C=N/NC(=O)c2ccccc2NC(=O)c2ccc(OC)cc2)cc1,1,0.4,0.9,0,0.9,0.8,14,nt,-15,18
O=C(O/N=C(/c1ccccc1)c1ccncc1)c1ccc(F)cc1,1,1,0.9,2,1,1,8,0,-5,-5
N#C/C(=C(/O)COC(=O)c1ccc(C#N)cc1)c1nc2ccccc2s1,0.9,0.8,0.9,7,1,1,13,24,-13,44
CC(C)(C)C(=O)NC(=S)N1CCOCC1,1,0.6,0.9,0,1,1,12,43,-18,48
O=C(O)CSCC(=O)Nc1ccc(C(=O)O)cc1,1,0.9,1,-2,1.1,1.1,-4,7,-9,-5
Cc1ccc([N+](=O)[O-])cc1S(=O)(=O)N1CCCCC1C(=O)O (stereo unspecified),1.1,1,0.9,-6,1,1,14,3,-12,-6
CC(C)c1ccc(NC(=S)Nc2ccc(OC(F)(F)F)cc2)cc1,1,0.9,0.8,-5,0.9,0.9,18,11,-15,5
CSCCC(NC(N)=O)C(=O)Nc1ccc(C)cc1 (stereo unspecified),1.1,1,1,-6,1.1,1.1,3,0,-6,-4
Nn1c(SCC(=O)Nc2ccc3c(c2)OCO3)nnc1-c1ccc(Cl)cc1,1.1,0.9,0.9,-5,1,1,10,9,-8,-1
CN(C)/C=N/c1c(C#N)cnn1C,1.1,1,0.8,-6,1,0.9,20,2,-13,1
C=CCNc1nc(N)c(C(=O)Nc2cc(C)on2)s1,1,0.9,0.9,-4,0.9,0.8,11,11,-9,9
COC(=O)c1ccccc1NC(=S)NC(=O)c1ccccc1,1,1,0.9,3,1,1,6,2,8,-7
CCc1cc2c3c(c1)/C(=C1/SC(N)=NC1=O)C(=O)N3C(C)(C)C=C2C,0.9,0.9,0.9,6,1,0.9,10,7,2,5
CC(=O)c1c(C)nc(-c2ccc(OCC(=O)Nc3ccc(F)cc3)cc2)n1O,1,0.9,0.8,-3,0.9,1,20,9,-12,-5
Cc1cc(OC(F)F)ccc1NC(=O)Nc1ccc([N+](=O)[O-])cc1,1,0.9,1,2,1,0.9,3,8,-1,21
CCN1C(=S)SC(=O)C1=C1C=C(C)N(CCOC)C(C)=C1,0.9,0.7,0.8,14,0.9,0.9,17,26,18,nt
C#CCOCCOCCOCCNc1nc(N2CCN(C(=O)[C@H]([C@@H](C)CC)n3cc([C@@H](N)Cc4ccc(O)cc4)nn3)CC2)nc(N2CCN(C(=O)[C@H](CCCCN)n3cc([C@@H](N)CO)nn3)CC2)n1,1,1.5,1.6,-1,1.1,1.2,-65,-48,-5,0
CC(=O)N1CCC2(CC1)CC(=O)c1cc(OCC(=O)NCc3ccc(C)cc3)ccc1O2,1,1.1,0.9,2,0.9,0.9,10,-8,-4,-2
NC(=O)Cc1ncc(C(F)(F)F)cc1Cl,1.1,0.9,0.9,-7,1,1,14,6,-6,-3
Cc1nn(C)c(C(=O)NN)c1Cl,1,1.1,1,-3,1.3,1.6,-4,-14,-6,-7

# Bioassay records deposited in PubChem by several laboratories.
